# ERAP1 inh: human ERAP1 aminopeptidase inhibitors, primary screen, biochemical, single point, plate reader; Endoplasmic reticulum aminopeptidase 1 (Homo sapiens), Q9NZ08; recombinant ERAP1, Leu-AMC fluorescence, 60 min; inhibition, % at 10.7 µM; hit rate 0.15% among 340,000;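 active = mean replicate inhibition of at least 30%, or all replicates individually reaching that 30% level; inactive = mean below 30% and not every replicate reaching it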;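 note: 0% = neutral control wells and 100% = L-leucinethiol positive control wells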
# esBAF inh: Bmi1 luciferase reporter increase in mESCs, primary screen, esBAF inhibitor project, mouse ES cells, Bmi1 luciferase knock-in, single point; 24 h; 100% = twice the neutral-well signal; reporter increase, % at 12.5 µM; hit rate 2% among 350,000; in the data active = activation above about 40%; inconclusive = no clear call, values can overlap the other calls;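 note: 0% = median of the plate's neutral control wells and 100% = double that signal; a rise in the Bmi1 reporter signal indicates esBAF inhibition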
# RAD52 anneal inh: RAD52 DNA annealing inhibitors, primary screen, biochemical, FRET, single point, set 2; DNA repair protein RAD52 homolog (Homo sapiens), P43351; recombinant RAD52 DNA annealing, FRET fluorescence; inhibition, % at 18.7 µM; hit rate 0.46% among 360,000;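 active = every replicate showing at least 50% inhibition; inconclusive = mean inhibition at least 50% but not in every replicate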
# Target sequence (P43351 whole entry, looked up): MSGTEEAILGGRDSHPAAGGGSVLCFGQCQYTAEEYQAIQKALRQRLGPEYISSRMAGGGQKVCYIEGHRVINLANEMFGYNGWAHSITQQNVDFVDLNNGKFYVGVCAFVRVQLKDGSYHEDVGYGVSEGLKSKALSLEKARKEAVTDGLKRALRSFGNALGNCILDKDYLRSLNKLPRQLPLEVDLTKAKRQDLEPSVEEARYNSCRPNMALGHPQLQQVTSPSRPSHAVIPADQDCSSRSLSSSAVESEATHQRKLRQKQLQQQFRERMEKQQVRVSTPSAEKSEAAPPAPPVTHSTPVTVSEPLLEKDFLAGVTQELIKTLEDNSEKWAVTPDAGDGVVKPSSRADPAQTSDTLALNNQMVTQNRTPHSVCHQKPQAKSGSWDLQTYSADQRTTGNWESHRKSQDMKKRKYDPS
# XiGFP reactiv: activators of inactive X chromosome reactivation, primary screen, imaging, XiGFP fibroblasts, GFP high-content imaging, set 2; XiGFP mouse fibroblasts, % GFP-positive cells imaging, 3 d; cells co-treated with 5-aza-dC sensitizer; scaled so ellipticine positive control = 100%; hit rate 0.055% among 360,000; AID 743238, 2013; activation, % at 7.58 µM;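 active = mean normalized replicate activation at least 10% and every replicate at or above 10%; inconclusive = only one of the two criteria met; inactive = mean below 10% and not all replicates reach 10%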;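 note: 0% = median of on-plate neutral control wells and 100% = ellipticine 6 µM median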
#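 Material: SV40-immortalized XiGFP fibroblast cells, line 68-5-11 | Buffer or medium: DMEM containing 5-aza-dC | Dosing: One concentration, pinned | Times: 3 d treatment, 15 min room-temperature fixation | Controls: Ellipticine 6 µM positive control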
# CFTR F508del cor: F508del CFTR correction, initial screen, CFBE line, single point; CFBE cells, YFP halide quenching; stimulated with forskolin plus potentiator P3; % fluorescence drop versus neutral controls; activity (quench increase), % at 7.58 µM; hit rate 0.36% among 350,000;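 active = mean added fluorescence quench of at least 8% versus neutral control, with both replicates also reaching 8%; inconclusive = only one of the mean or replicate conditions met; inactive = mean below 8% and not both replicates reaching 8%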;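 note: cells transiently co-express mutant CFTR-F508del with the halide-sensitive YFP; corrector assay measuring rescue of mutant channel to the surface after 24 h compound exposure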
# ARNT TACC3 PPI: disruptors of ARNT/TACC3 protein interaction, primary screen, biochemical, AlphaScreen, single concentration; hit rate 0.66% among 390,000; inhibition, % at 9.99 µM; Transforming acidic coiled-coil-containing protein 3 (Homo sapiens), Q9Y6A5; AlphaScreen His-ARNT PAS-B/GST-TACC3 binding, luminescence; TACC3 fragment carries E629A point mutation;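 active = mean inhibition of replicates at least 50% and at least half of replicates each reaching 50%; inconclusive = half or more replicates reach 50% but mean below 50%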;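 note: 0% = complete ARNT plus TACC3 wells and 100% = ARNT alone without TACC3; many hits fall short of the cut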
# GSIS activator: GLuc luminescence reporter in INS-1E cells, primary screen for activators of glucose-dependent secretion of insulin; INS-1E GLuc reporter insulin secretion, 2-3 h; activation, % at 16.6 µM; hit rate 0.61% among 370,000;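 active = lowest replicate activation of at least 40%, so every replicate reaches that level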;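 note: 0% = median of neutral control wells and 100% = median of IBMX positive control wells; some compounds called inactive have numbers as strong as hits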
# RAD54 branch: inhibitors of human RAD54 branch migration, primary screen, biochemical, fluorescence, single point | inhibition, % at 10.4 µM | AID 602329, 2012 | hit rate 0.14% among 360,000 | RAD54 Holliday junction branch migration, FAM/BHQ fluorescence | DNA repair and recombination protein RAD54-like (Homo sapiens), Q92698;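 active = mean normalized replicate activity at least 40 and at least half of replicates scoring 40 or more; inconclusive = only one of the two criteria met; inactive = mean below 40 and under half of replicates reaching 40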;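 note: 0% = median of neutral control wells and 100% = median of positive control wells; inhibitors cause a drop in the FAM fluorescence signal; in these data hits start at about 50%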
# * hit, by the source's call; u = inconclusive; x = not tested or not shown; & = joins results of further samples.
SMILES,ERAP1 inh,esBAF inh,RAD52 anneal inh,XiGFP reactiv,CFTR F508del cor,ARNT TACC3 PPI,GSIS activator,RAD54 branch
O=C(O)c1cc([N+](=O)[O-])cc2c1nnn2O,5,x,-17,0.5,0.1,6,-11,x
Cc1cnn2c(C3CC3)ccnc12,-1,x,-6,-0.1,-2.9,10,3,x
CC(C)CN(C)Cc1c(C(=O)N2CCc3ccccc3C2)nc2ccc(Cl)cn12,-3,4,-17,0.5,-2.3,1,-5,3
COCC#Cc1cnc2c(c1)C(=O)N([C@H](C)CO)C[C@H](C)[C@H](CN(C)C(=O)Cc1ccccc1)O2,-3,-2,13,-1.1,0.3,-6,0,-8
Cc1noc(NS(=O)(=O)c2ccc(NC(=O)C(CC(C)C)N3C(=O)c4ccccc4C3=O)cc2)c1C (stereo not given),-4,x,-12,0.2,-0.3,-2,-8,x
CCc1nc(SCC(=O)N2CCCC2)c2ccccc2n1,9,12,-12,x,6.0,2,21,-5
Cc1ccc(S(=O)(=O)Nc2ccc3c(c2)C(=O)N([C@H](C)CO)C[C@@H](C)[C@H](CN(C)S(=O)(=O)c2ccc(F)cc2)OCCCC[C@H](C)O3)cc1,0,x,13,0.3,-0.1,x,-10,x
NCC[C@@H]1CC[C@@H](NC(=O)Cc2ccncc2)[C@H](CO)O1,-1,1,-8,0.4,-2.1,0,21,2
CC(=O)c1cccc(NC(=O)C(C)OC(=O)c2cccc(S(=O)(=O)N3CCN(C)CC3)c2)c1 (stereo not given),0,-2,9,-0.3,3.4,5,20,1
COc1ccc(NC(=S)N/N=C/c2cccn2Cc2ccc(F)cc2Cl)cc1,-1,x,-8,0.0,-0.2,0,5,x
CSc1ccccc1NC(=O)CN(c1ccccc1Br)S(C)(=O)=O,-1,x,0,-0.5,x,-4,29,14
COc1ccc(-c2cc(C(=O)Nc3c(C)n(C)n(-c4ccccc4)c3=O)c3ccccc3n2)cc1,-2,3,-3,0.4,-1.4,-19,7,6

# Compound profiles, from the list above. Order of values: ERAP1 inh | esBAF inh | RAD52 anneal inh | XiGFP reactiv | CFTR F508del cor | ARNT TACC3 PPI | GSIS activator | RAD54 branch
# CC(=O)c1cccc(NC(=O)C(C)OC(=O)c2cccc(S(=O)(=O)N3CCN(C)CC3)c2)c1 (stereo not given) is listed as 0 | -2 | 9 | -0.3 | 3.4 | 5 | 20 | 1
# COc1ccc(NC(=S)N/N=C/c2cccn2Cc2ccc(F)cc2Cl)cc1 is listed as -1 | x | -8 | 0.0 | -0.2 | 0 | 5 | x

# (more compounds)
SMILES,ERAP1 inh,esBAF inh,RAD52 anneal inh,XiGFP reactiv,CFTR F508del cor,ARNT TACC3 PPI,GSIS activator,RAD54 branch
NNC(=O)C(Cc1ccc(O)cc1)N1Cc2ccccc2C1=O (stereo not given),-5,-7,-7,0.2,1.8,-14,-3,-12
C=CCn1c(Oc2ccccc2F)nc2c1c(=O)n(C)c(=O)n2C,1,-20,-11,0.0,-1.9,0,7,-5
COc1ccccc1NC(=O)C(C)Sc1nnc2ccccn12 (stereo not given),-2,-4,-15,0.0,-1.8,-8,18,-4
O=C(Cc1ccccc1)c1ccccn1,-1,-3,-26,0.4,-6.0,19,17,x
NS(=O)(=O)c1ccc(NC(=S)NC(=O)/C=C/c2cccs2)cc1,5,x,-25,0.0,x,-1,2,x
CC=Cc1ccc2n(c1=O)C[C@@H]1[C@@H](CO)[C@H](C(=O)NCCC)N(C(=O)CC)[C@H]21 (mixture of isomers),-3,1,-11,0.3,-1.1,-11,5,-3
COc1ccc(CCNC(C(=O)Nc2cc(C)cc(C)c2)c2ccccc2)cc1 (stereo not given),1,2,-22,0.1,2.5,3,-17,2
COc1ccccc1NC(=O)N1CC[C@H]2[C@@H]1c1cc(-c3ccc(F)cc3)ccc1N(C)[C@H]2CO,1,-8,-10,-0.1,0.0,4,6,1
COc1ccc(NC(=O)CN(C)C(=O)c2cccc(S(=O)(=O)N3CCCc4ccccc43)c2)cc1,-1,9,-17,0.1,0.7,-3,-8,-23
CCC(=O)Nc1ccc2c(c1)C(=O)N(C)[C@@H]1CC[C@@H](CC(=O)NCc3ccccc3)O[C@H]1CO2,-2,-3,15,0.0,0.9,-4,-4,9
Cc1cc(OCC(=O)NC(Cc2c[nH]c3ccc(O)cc23)C(=O)O)c2c(C)c(C)c(=O)oc2c1 (stereo not given),6,-6,-6,x,4.5,-20,4,3
COc1cc(S(=O)(=O)N2CCN(Cc3cccs3)CC2)ccc1NC(C)=O,1,22,-5,-1.1,0.5,-15,x,0
CCOc1ccc(NC(=O)CSc2nc3[nH]ncc3c(=O)[nH]2)cc1,-4,x,12,-0.1,0.7,-3,23,x
O=S(=O)(c1cccc(-c2csc(-c3cccnc3)n2)c1)N1CCOCC1,-1,9,-62,-0.3,-5.7,18,x,-4
CN(C)CC(=O)Nc1ccc2c(c1)[C@H]1C[C@@H](CC(=O)NCc3ccccc3F)O[C@H](CO)[C@H]1O2,x,-6,x,0.0,-1.9,5,-3,-8
Cc1noc(C)c1NC(=O)N[C@H]1C=C[C@@H](CC(=O)N2CCN(C)CC2)O[C@H]1CO,3,1,-5,0.2,-0.7,-3,-6,5
CN1CCN(S(=O)(=O)c2cccc(C(=O)NCc3ccccc3Cl)c2)CC1,-2,x,-11,0.2,0.4,x,-13,x
FC(F)(F)c1nc2ccccc2n1CCNc1nc(CN2CCCCC2)cs1,-3,-5,-2,-0.1,0.8,x,8,12
O=C1CCCN1CCc1cccc2ccccc12,-6,1,-14,0.0,1.0,4,27,7
CCOC(=O)c1snc(-c2ccc(F)cc2)c1N,x,u,x,x,x,-6,6,4
C[C@@H]1CCCCO[C@H](CN(C)C(=O)CCCN(C)C)[C@@H](C)CN([C@H](C)CO)C(=O)c2cc(NC(=O)CCCN(C)C)ccc2O1,-4,x,-24,0.0,2.5,x,18,x
CC(C)CCn1c(=O)c2c(nc3n2CCCN3Cc2ccccc2)n(C)c1=O,3,11,1,0.3,-1.6,12,-18,0
C[C@H](CO)N1C[C@H](C)[C@@H](CN(C)S(=O)(=O)c2ccccc2F)Oc2ncc(Br)cc2C1=O,3&0,-1,5&-18,-0.1&-0.2,0.7&0.8,x,3,4
COc1cccc([C@@H]2CC=C(C(=O)O)[C@H](c3ccc(Cl)cc3)N2S(=O)(=O)c2ccc(C)cc2)c1,-1,10,-16,0.0,1.5,-1,-13,1
CN(O)/C=N/C(=S)Nc1ccc(Cl)cc1Cl,3,19,-14,0.4,1.7,-2,-1,1
COc1ccc(OC2CCN(S(=O)(=O)c3ccccc3)CC2)cc1,-2,-3,-7,0.0,-2.4,1,-10,2
COc1cc(NS(=O)(=O)c2ccc(NC(=O)c3ccc([N+](=O)[O-])cc3)cc2)ncn1,3,-2,1,0.0,-1.0,-1,-10,6
O=C(C[C@H]1CC[C@H](NC(=O)Nc2ccccc2F)[C@H](CO)O1)NCc1ccc(-c2ccccc2)cc1,2,x,3,-0.3,-0.9,x,10,x
CC(C)CN(C(=O)c1ccc2c(c1)OCCO2)c1c(N)n(Cc2ccccc2)c(=O)[nH]c1=O,1,x,-17,1.0,-2.0,2,4,x
CCC(O)C1CCN(Cc2cn(-c3ccc(OC)cc3)nc2-c2cccc(F)c2)CC1 (stereo not given),-2,x,1,0.1,3.5,3,-1,x
CCCCn1c(-c2csc(CCC)c2)n[nH]c1=S,1,x,-22,0.1,0.6,-1,-6,x
Cc1cc2cc(C)c3nnc(SCC(=O)Nc4ccc(S(=O)(=O)N5CCCCC5C)cc4)n3c2cc1C (stereo not given),x,x,x,0.2,x,-5,13,4
O=C(NCC(F)(F)F)c1ccc2sc([C@@H]3O[C@H](CO)[C@H](O)[C@H](O)[C@H]3O)nc2c1,3,1,-14,0.1,-3.7,x,1,-9
Nc1ccn([C@@H]2O[C@H](CNCC3=CCOc4ccc(O)cc43)[C@@H](O)[C@H]2O)c(=O)n1,0,2,5,0.1,-2.7,x,-2,-1
COc1ccc(/C=C2/SC(=O)N(CCNC(=O)CC(NC(C)=O)c3ccccc3)C2=O)cc1 (stereo not given),3,u,-5,0.0,3.0,-7,-2,6
O=C1CN(C(=O)c2ccc(Cl)nc2)c2ccccc2N1,3,x,-13,0.0,0.6,-1,1,x
O=C(CCN1C(=O)/C(=C/c2ccc(Cl)cc2)SC1=S)Nc1cccnc1,0,0,-30,0.1,-0.3,-1,1,-2
CC(C)CC(=O)N1CC=CC[C@@H](c2ccc(Cl)cc2)N(Cc2ccc(Cl)cc2)C(=O)[C@@H]1Cc1ccccc1,-1,-15,-2,-0.2,-1.9,-5,-21,-5
CCCCn1nnnc1C(c1ccccc1)N1CCN(c2ncccc2C(F)(F)F)CC1 (stereo not given),2,x,-6,0.1,-0.8,x,-25,x
O=C(Nc1ccccc1)c1ccccc1OS(=O)(=O)c1ccccc1,-3,3,-3,0.4,0.6,40,12,-1
COc1ccc2nc(SCC(=O)NC3CC3)c(C#N)cc2c1,-3,7,-12,0.0,-1.7,0,15,-2
O=C(CN1CCN(Cc2ccccc2)CC1)N1CCCCCC1,-2,x,3,0.0,-0.1,-1,3,x
CC=Cc1ccc2n(c1=O)C[C@@H]1[C@@H](CO)[C@H](C(=O)N3CCCCC3)N(Cc3ccccc3)[C@H]21 (mixture of isomers),1,-12,-26,0.8,-1.9,-9,-7,-3
CC(C)CC(=O)Nc1ccc(C(=O)CN2C(=O)NC3(CCOc4ccccc43)C2=O)cc1 (stereo not given),3,-4,-100,-0.1,1.6,21,6,4
N#Cc1ccccc1OCC(=O)NC(=O)NCc1ccccc1,0,x,3,-0.1,-3.2,4,-1,x
CCOCCCNC(=O)CCc1nnc2n(CCC(C)C)c(=O)c3ccccc3n12,-2,-5,-8,0.0,1.0,4,2,7
COc1ccc(CN(C)C(=O)c2cc(S(=O)(=O)N3CCCCCC3)ccc2OC)cc1OC,3,x,1,0.0,1.6,-9,1,-14
CCN(CC)S(=O)(=O)c1ccc2[nH]c(=O)cc(C(=O)NCC3CCCO3)c2c1 (stereo not given),-3,-2,1,-0.7,-2.4,-7,27,0
CCOC(=O)N1CCN(C(=O)C2CCN(S(=O)(=O)c3cc(C)ccc3OC)CC2)CC1,1,-5,-10,0.0,0.9,-1,-6,15
COc1ccc(-c2nnc(SCc3nc4ccccc4s3)n2C(C)C)cc1,x,u,x,x,x,-2,-19,-1
COc1ccc(S(=O)(=O)Nc2ccc3c(c2)CC(=O)N([C@@H](C)CO)C[C@H](C)[C@H](CN(C)S(=O)(=O)c2cn(C)cn2)O3)cc1,1,-1,-1,0.1,-1.2,-1,2,-1
Cc1cc(C(=O)Nc2ccc3c(c2)C(=O)N(C)[C@@H]2CC[C@@H](CC(=O)NCc4ccc(-c5ccccc5)cc4)O[C@@H]2CO3)no1,1,10,7,0.0,x,11,7,-6
OC(CN1CCN(c2ccc(F)cc2)CC1)c1ccc(Cl)cc1 (stereo not given),-10,0,-16,0.0,1.2,11,-4,-2

# Bioassay records: PubChem BioAssay, Broad Institute
